# M. tuberculosis: growth inhibition of non-replicating M. tuberculosis (AID 488890); Mycobacterium tuberculosis non-replicating, growth inhibition; higher % means a stronger effect; one-dose inhibition, % at 25 µM; IC50 in µM for titrated hits; hit rate 0.39% among 320,000; in the data active = a potency from the dose series; inconclusive = inhibition mostly from about 82% at the one dose, without a potency; inactive = the rest, 99 in 100 with inhibition below about 76%;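 also: plate controls were DMSO cells for no effect and high antibiotic wells for full effect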
# VEEV TC-83 Vero: inhibitors of VEEV TC-83 cytopathic effect, confirmation, Vero cells (AID 588727); Vero cells, VEEV TC-83 cytopathic effect inhibition; higher % means a stronger effect; one-dose inhibition, % at 20 µM; IC50 in µM for titrated hits; hit rate 0.13% among 350,000; in the data active = a potency from the dose series; inconclusive = inhibition mostly from about 14% at the one dose, without a potency; inactive = the rest, 99 in 100 with inhibition below about 12%; also: strong numbers were not always called active
# Salmonella PhoP GFP: Inhibition of PhoP regulon, Salmonella typhi GFP reporter cells, confirmation, 4 h (AID 1850) | hit rate 0.33% among 310,000 | Salmonella Typhi PhoP-promoter GFP reporter, fluorescence, 4 h; higher % means a stronger effect | inhibition, % at 50 µM; hits with a dose series show IC50 in µM; in the data active = a potency from the dose series; inconclusive = inhibition mostly from about 25% at the one dose, without a potency; inactive = the rest, 99 in 100 with inhibition below about 19%;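 also: 0% = induced wells with vehicle and 100% = uninduced wells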
# H1N1 NS1A inhibition: NS1A inhibition, H1N1 influenza, cell based functional assay (AID 504329) | inhibition, % at 12.5 µM, or IC50 in µM where a hit was titrated | hit rate 0.3% among 340,000 | NS1A functional cell-based assay, percent inhibition; higher % means a stronger effect; in the data active = a potency from the dose series; inconclusive = inhibition above about 27% without an active follow-up result; also: strong numbers were not always called active
# M. tuberculosis HTS: M. tuberculosis growth inhibition, HTS (AID 449762); hit rate 0.59% among 330,000; one-dose inhibition, % at 25 µM; IC50 in µM for titrated hits; M. tuberculosis H37Rv growth inhibition, 7H9 media; higher % means a stronger effect; in the data active = a potency from the dose series; inconclusive = inhibition above about 70% without an active follow-up result;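 also: bacterial growth assessed after seven days of incubation; strong numbers were not always called active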
# VEEV TC-83 Vero 10K pilot screen: further read-out of VEEV TC-83 Vero, marked with its call; inhibition, %; measured here: 10K pilot screen inhibition
# * hit, by the source's call; i = inactive; ? = inconclusive; · = not tested or not shown.
SMILES,M. tuberculosis,VEEV TC-83 Vero,Salmonella PhoP GFP,H1N1 NS1A inhibition,M. tuberculosis HTS,others
O=C(Nc1nnc(-c2ccc3c(c2)OCCO3)o1)C1CCCCC1,15%,1.4%,-2%,0%,39%,
C=C(C)C(=O)N1CC2(CC(c3cccc(NC(=O)/C(C)=C\C)c3)=NO2)C[C@H]1C(N)=O (stereo partly drawn),-9%,0.3%,0%,9%,-10%,
COc1cccc(C2=NOC(C(=O)NCC3CCCO3)C2)c1 (stereo not drawn),-18%,2.0%,1%,0%,-5%,
O=c1[nH]c(SCc2ccc(Cl)cc2)nc2c1CCC2,20%,1.2%,-5%,0%,-3%,
Cc1sc(NC(=O)CCCCC(=O)Nc2sc(C)c(C)c2C(=O)O)c(C(=O)O)c1C,5%,1.8%,1%,-3%,0%,
O=c1c(Cl)nc2cc(Cl)ccc2n1CCNc1ncc(C(F)(F)F)cc1Cl,?,1.2%,-2%,-15%,1.3µM*,
O=C(NC(=S)NCc1ccccc1)C1CCCCC1,6%,0.8%,8%,-3%,-6%,
Cc1ccc(S(=O)(=O)N2CCOCC2)cc1NC(=O)COC(=O)c1cc[n+]([O-])cc1,-5%,0.9%,·,-2%,0%,
Cc1nnc(NC(=O)c2ccccc2Oc2ccccc2)s1,39%,i,-1%,5%,4%,
Cc1cccc(C)c1NC(=S)Nc1ccccc1C(=O)NCc1ccco1,-5%,0.6%,-9%,-1%,4%,
O=C(/C=C/c1ccc(Cl)cc1Cl)NCCN1CCOCC1,12%,i,3%,2%,0%,VEEV TC-83 Vero 10K pilot screen=0.0
COCc1c(C(=O)N2CCN(Cc3nc4ccccc4s3)CC2)oc2ccccc12,46%,4.2%,·,11%,1%,
COc1cc(C2(c3ccc(O)c(OC)c3)C(=O)N(C)c3ccc(C)cc32)ccc1O,18%,i,11%,5%,-2%,
CNC(C)(C)Cc1ccccc1,1%,i,1%,4%,-5%,
Cc1ccc(S(=O)(=O)NCCCCCC(=O)Nc2c(C)n(C)n(-c3ccccc3)c2=O)cc1,-14%,i,-37%,2%,-4%,

# Already shown: an excerpt of the list.
SMILES,M. tuberculosis,VEEV TC-83 Vero,Salmonella PhoP GFP,H1N1 NS1A inhibition,M. tuberculosis HTS,others
Cc1cccc(C)c1NC(=S)Nc1ccccc1C(=O)NCc1ccco1,-5%,0.6%,-9%,-1%,4%,
O=C(/C=C/c1ccc(Cl)cc1Cl)NCCN1CCOCC1,12%,i,3%,2%,0%,VEEV TC-83 Vero 10K pilot screen=0.0
COCc1c(C(=O)N2CCN(Cc3nc4ccccc4s3)CC2)oc2ccccc12,46%,4.2%,·,11%,1%,

# (listing goes on)
SMILES,M. tuberculosis,VEEV TC-83 Vero,Salmonella PhoP GFP,H1N1 NS1A inhibition,M. tuberculosis HTS,others
COc1ccc(C(=O)NCC2(c3ccccc3)CCOCC2)cc1,1%,0.2%,10%,1%,-9%,
CCOc1ccccc1NC(=O)c1cc(=O)[nH]c2ccc(S(=O)(=O)N3CCOCC3)cc12,3%,9.8%,·,-1%,-1%,
Cn1c(SCC(=O)Nc2cccnc2Cl)nnc1-c1ccco1,-11%,0.6%,·,-7%,-5%,
Cc1cccc(N/C(N)=N/c2nc(C)cc(C)n2)c1,-13%,5.5%,-6%,2%,-2%,
CNS(=O)(=O)c1cccc(C(=O)OCC(=O)c2ccc[nH]2)c1,-2%,0.6%,·,-13%,-3%,
COCC1CCCCN1C(=O)c1cccc(OC2CCN(S(C)(=O)=O)CC2)c1 (stereo not drawn),-6%,i,1%,8%,-13%,
CN(C(=O)CS(=O)(=O)c1cn(CC(=O)N2CCCC2)c2ccccc12)c1ccccc1,-1%,1.6%,-4%,17%,-9%,
CCCNC(=O)Nc1nccs1,-2%,i,1%,-2%,-1%,
c1ccc(N2CCOCCOCCOCCOCCOCC2)cc1,2%,1.6%,3%,0%,-6%,
O=C1OC[C@H]2CCCN2C(=O)[C@@H](CC(=O)N(CCO)Cc2ccccc2)C/C=C\C[C@@H]1Cc1ccc(F)cc1,47%,2.6%,·,-2%,-5%,
CC(C)(C)c1ccc(C(=O)CC(=O)c2cc(Cl)ccc2O)cc1,?,1.4%,9%,-14%,?,
COc1ccc(NC(=S)NC(NC(=O)c2ccccc2Cl)C(Cl)(Cl)Cl)c([N+](=O)[O-])c1 (stereo not drawn),?,i,8%,5%,0%,
Cc1ccc(NC(=O)NC2CCN(CC(=O)Nc3nccs3)CC2)cc1,5%,i,-1%,-9%,-6%,
CCOC(=O)Cc1csc(NC(=O)COC(=O)/C=C/c2ccc(OC)cc2)n1,21%,1.6%,·,8%,-3%,
Cc1cc(-c2nnc(SCc3cccnc3)o2)no1,28%,i,-10%,-7%,0%,
O=c1cc(CN2CCOCC2)c2cc(Cl)ccc2o1,-13%,0.3%,2%,-2%,2%,
CCO[C@@H]1OC(C(=O)N2CCN(C)CC2)=C[C@H](c2coc3ccccc3c2=O)[C@H]1CCCO,-4%,0.2%,2%,-2%,-8%,
CC(NC(=O)c1ccco1)C(=O)OCC(=O)N1CCCCCC1 (stereo not drawn),-10%,1.8%,·,-11%,-5%,
CCOC(=O)C1CCCN(c2c(NCCCN(CC)c3ccccc3)c(=O)c2=O)C1 (stereo not drawn),16%,1.6%,-10%,7%,-4%,
Cn1cc(S(=O)(=O)N2CCc3ccccc32)cc1C(=O)NC(C)(C)C,-23%,i,-5%,5%,-6%,
O=c1[nH]c2nc(Cl)nc(Cl)c2[nH]1,·,i,·,-9%,·,
Cc1cc(S(=O)(=O)N2CCOCC2)ccc1OCC(=O)Nc1ccc(F)cc1F,-10%,i,7%,-9%,8%,
CCCOc1ccc(Cl)cc1Nc1nc(NCCO)nc(N2CCCC2)n1,19%,0.9%,3%,5%,11%,VEEV TC-83 Vero 10K pilot screen=4.1
COc1ccc(C/C(C)=N/NC(=O)c2cccnc2)cc1,-5%,1.2%,-22%,-1%,-5%,
CS(=O)(=O)N1CCN(C(=O)c2cc(-c3ccccc3)nc3ccccc23)CC1,-3%,0.5%,-10%,8%,1%,
O=C(OCCCN1CCCCC1)c1ccc(O)cc1,36%,0.7%,-4%,0%,1%,
COc1ccc(CC(=O)Nc2c(C(=O)N3CCN(c4ncccn4)CC3)oc3ccccc23)cc1,33%,0.2%,-13%,7%,5%,
COc1ccc(CCN(Cc2ccccn2)C(=S)Nc2ccccc2Cl)cc1OC,45%,i,4%,1%,-1%,
O=C(NCc1ccccc1Cl)C1CCN(S(=O)(=O)c2cccs2)CC1,-2%,0.5%,2%,5%,4%,
O=C(CN(C(=O)CSc1nc2ccccc2o1)c1ccccc1F)NC1CCCCC1,-10%,1.4%,-2%,0%,0%,
Cc1cc(N(CC(=O)NC(C)C)S(C)(=O)=O)ccc1Br,-12%,0.4%,14%,4%,-3%,
CCOc1ncccc1C(=O)OCC(=O)Nc1cc(C)ccc1C,4%,8.1%,0%,1%,0%,
O=C(NNC(=S)NC(=O)c1cccnc1)c1ccc(Cl)cc1,?,i,9%,-9%,?,
O=C(c1cc(COc2ccc3ncccc3c2)on1)N1CCCCCC1,44%,i,-13%,4%,7%,
O=C1CC2(CCN(C(=O)c3ccccc3[N+](=O)[O-])CC2)Oc2ccccc21,-6%,8.4%,-2%,-11%,-3%,
COc1ccc(CCC(=O)OCC(=O)c2c(N)n(CC(C)C)c(=O)n(C)c2=O)cc1,1%,3.0%,-1%,3%,4%,
Cc1ccc(-c2cc(-c3ccc(C)cc3)[n+](-c3ccccc3)c(-c3ccc(C)cc3)c2)cc1,?,i,35µM*,-8%,?,
CCCc1nnc(NC(=O)C(CC)OC(=O)c2cc(C)nc3ccccc23)s1 (stereo not drawn),16%,2.6%,4%,-2%,4%,
O=[N+]([O-])c1ccc2[nH]c(O)c(N=NC(=S)NCC3CCCO3)c2c1 (stereo not drawn),-10%,i,-11%,3%,0%,
CCCN1C2CCCC1CC(NC(=O)c1ccccc1OCC)C2 (stereo not drawn),3%,0.4%,0%,9%,-5%,
COc1ccc(-c2nnc3n(CCc4ccccc4)c(=O)c4ccccc4n23)c(OC)c1,9%,?,-6%,-6%,1%,
C=CCNc1nc(Cl)nc(Nc2ccc(OCC)cc2)n1,-6%,1.6%,10%,-10%,1%,
C#CCOc1ccc(C2C3=C(CC(C)(C)CC3=O)N(CC(=O)O)C3=C2C(=O)CC(C)(C)C3)cc1,7%,0.9%,-3%,-28%,-8%,
Cc1nn(Cc2ccccc2)c(C)c1NC(=O)CSc1nc2c(c(C(F)(F)F)n1)CCc1ccccc1-2,-5%,0.4%,-7%,3%,2%,
COC(=O)N1CCN(CCc2ccccc2)CC1,-3%,0.2%,4%,8%,-3%,

# 6 compounds picked at random from those above:
SMILES,M. tuberculosis,VEEV TC-83 Vero,Salmonella PhoP GFP,H1N1 NS1A inhibition,M. tuberculosis HTS,others
C#CCOc1ccc(C2C3=C(CC(C)(C)CC3=O)N(CC(=O)O)C3=C2C(=O)CC(C)(C)C3)cc1,7%,0.9%,-3%,-28%,-8%,
CCOc1ncccc1C(=O)OCC(=O)Nc1cc(C)ccc1C,4%,8.1%,0%,1%,0%,
COc1ccc(CCC(=O)OCC(=O)c2c(N)n(CC(C)C)c(=O)n(C)c2=O)cc1,1%,3.0%,-1%,3%,4%,
O=[N+]([O-])c1ccc2[nH]c(O)c(N=NC(=S)NCC3CCCO3)c2c1 (stereo not drawn),-10%,i,-11%,3%,0%,
O=C(c1cc(COc2ccc3ncccc3c2)on1)N1CCCCCC1,44%,i,-13%,4%,7%,
O=C(NNC(=S)NC(=O)c1cccnc1)c1ccc(Cl)cc1,?,i,9%,-9%,?,

# (more compounds)
SMILES,M. tuberculosis,VEEV TC-83 Vero,Salmonella PhoP GFP,H1N1 NS1A inhibition,M. tuberculosis HTS,others
Cc1cccc(C(=O)Nc2ccnc(-c3ccncc3)n2)c1,8%,3.8%,-17%,6%,12%,
Cc1ccc(CCNC(=O)C2CCN(S(=O)(=O)N3CCCCC3)CC2)cc1,6%,i,-11%,-6%,-3%,
CCNC(=S)NS(=O)(=O)c1ccc(Cl)cc1,37%,2.6%,-13%,5%,6%,VEEV TC-83 Vero 10K pilot screen=1.6
COc1ccc(NC(=S)NCCc2ccc(Cl)cc2)c(OC)c1,76%,i,7%,10%,0%,
O=C(COC(=O)c1ccco1)c1ccc(S(=O)(=O)N2CCCCC2)cc1,-7%,3.3%,-7%,-7%,-7%,
O=C1NC2(CCCCCC2)Oc2ccccc21,17%,i,-1%,2%,-2%,VEEV TC-83 Vero 10K pilot screen=0.4
CCN(CC)C(=O)CSc1nnc(-c2ccccn2)n1-c1ccccc1OC,5%,2.6%,-11%,-5%,-6%,
O=C1NN=C(c2ccc(Cl)cc2)CC1c1c[nH]c2ccccc12 (stereo not drawn),34%,1.1%,1%,1%,22%,
O=C(CCN1C(=O)/C(=C/c2ccc3c(c2)OCO3)SC1=S)Nc1ccc(C(=O)O)cc1,-7%,0.4%,3%,0%,4%,
COc1ccc(NC(=O)CCC(=O)N(Cc2ccc(OC)c(OC)c2)c2nccs2)cc1,-11%,0.5%,-11%,3%,1%,
CCc1ccc(OCC(=O)N/N=C(\C)c2ccc(-n3ccnc3)cc2)cc1,75%,3.4%,3%,1%,5%,
Cc1ccc(NC(=O)COC(=O)CCc2c[nH]c3ccccc23)cc1[N+](=O)[O-],4.8µM*,0.5%,-5%,5%,0.68µM*,
O=C(NCCCN1CCOCC1)c1ccc(S(=O)(=O)N2CCOCC2)cc1,-15%,1.2%,-5%,-3%,-4%,
CCC(=O)Nc1ccc(C(=O)CSc2nnc(CNc3ccc(Cl)cc3)o2)cc1OC,57%,i,13%,3%,3%,
NCC1(c2ccc3c(c2)OCCO3)CCCC1,1%,1.1%,-5%,-10%,-12%,
c1ccc(Cc2noc(CN3CCCN(C4Cc5ccccc5C4)CC3)n2)cc1,17%,0.1%,-2%,3%,-3%,
Cc1ccc2nc(-c3ccccn3)cc(C(=O)N3CCN(c4ncccn4)CC3)c2c1,25%,6.2%,-2%,-11%,5%,
CC(C(=O)NC(=O)NC1CCCCC1)N1CCN(c2ccccn2)CC1 (stereo not drawn),8%,1.7%,1%,3%,8%,
